# Source: PubChem BioAssay (several laboratories)
# ABCB6 inh 2: human ABCB6 transporter inhibition; Q9NP58; K562-ABCB6 porphyrin accumulation, flow cytometry, 1 h; active compounds read low; fluorescence ratio to DMSO, % at 10 µM; hit rate 0.19% among 360,000;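 active = fluorescence ratio to DMSO below 75%, the collection mean minus 3 SD; inconclusive = too few cells collected in the well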;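 also: signal is porphyrin accumulated inside mitochondria; 100% equals median channel fluorescence of DMSO control wells; lower ratio means ABCB6 inhibition with less porphyrin fluorescence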
# PDI turbidity: blocks human protein disulfide isomerase activity; P07237; PDI insulin aggregation turbidity, A650, 90 min; inhibition, % at 10 µM; hit rate 0.052% among 350,000; AID 588391;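 active = mean inhibition across replicates of 30% or more, whatever share of single replicates reach that level; inconclusive = mean inhibition below 30% while every single replicate reaches 30%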;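 also: absorbance from insulin aggregation driven by PDI reduction with DTT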
# Target sequence (P07237 whole entry, looked up): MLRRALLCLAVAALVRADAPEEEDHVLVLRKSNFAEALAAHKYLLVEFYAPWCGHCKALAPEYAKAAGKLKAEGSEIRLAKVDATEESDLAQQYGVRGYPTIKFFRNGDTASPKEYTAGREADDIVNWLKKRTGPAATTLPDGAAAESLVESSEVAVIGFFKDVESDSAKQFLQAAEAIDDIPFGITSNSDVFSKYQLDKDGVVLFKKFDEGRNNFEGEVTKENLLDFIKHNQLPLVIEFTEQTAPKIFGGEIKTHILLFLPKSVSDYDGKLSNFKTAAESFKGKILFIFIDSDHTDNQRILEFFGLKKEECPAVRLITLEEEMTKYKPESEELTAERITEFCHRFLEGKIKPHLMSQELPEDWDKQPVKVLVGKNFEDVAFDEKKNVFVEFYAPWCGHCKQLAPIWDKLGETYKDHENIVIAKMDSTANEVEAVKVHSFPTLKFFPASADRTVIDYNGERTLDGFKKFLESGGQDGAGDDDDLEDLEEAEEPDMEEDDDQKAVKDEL
# iPSC survival up: enhancers of human iPSC single-cell survival; survival enhancement, % at 20 µM; hiPSC single-cell survival, ATPlite luminescence; 100% = ROCK inhibitor wells, 0% = DMSO; hit rate 0.044% among 360,000; in the data active = survival enhancement above about 18%;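 also: cells exposed to compounds for 16 hours before the ATP read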
# CaV13 ICDI inh: Primary screen for inhibitors of IQ motif and Ca2+-dependent inactivation inhibitor domain binding in CACNA1D, Förster resonance energy transfer in living cells, …. HEK cells, CFP/YFP FRET ICDI-IQ, plate reader, 10 min; percent FRET-ratio fall versus neutral wells. inhibition, % at 12.3 µM. hit rate 0.098% among 340,000. AID 743397;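 active = mean replicate inhibition of at least 30% and at least 1% of replicates passing that level; inconclusive = only one of the two criteria is met; inactive = neither criterion is met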;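 also: 0% = median of the neutral control wells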
# m5-HT2A agonist: mouse HTR2A agonism via beta-arrestin recruitment; CHO-K1 mHTR2A beta-arrestin complementation, luminescence; percent of 30 µM serotonin response; hit rate 0.66% among 360,000; activation, % at 7.6 µM;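 active = activation above a run cutoff, the mean activation of all tested compounds plus 3 SD, cut at about 14% in these data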;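 also: 0% = plate median of compound wells and 100% = 30 µM serotonin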
# Target sequence (P35363 whole entry, looked up): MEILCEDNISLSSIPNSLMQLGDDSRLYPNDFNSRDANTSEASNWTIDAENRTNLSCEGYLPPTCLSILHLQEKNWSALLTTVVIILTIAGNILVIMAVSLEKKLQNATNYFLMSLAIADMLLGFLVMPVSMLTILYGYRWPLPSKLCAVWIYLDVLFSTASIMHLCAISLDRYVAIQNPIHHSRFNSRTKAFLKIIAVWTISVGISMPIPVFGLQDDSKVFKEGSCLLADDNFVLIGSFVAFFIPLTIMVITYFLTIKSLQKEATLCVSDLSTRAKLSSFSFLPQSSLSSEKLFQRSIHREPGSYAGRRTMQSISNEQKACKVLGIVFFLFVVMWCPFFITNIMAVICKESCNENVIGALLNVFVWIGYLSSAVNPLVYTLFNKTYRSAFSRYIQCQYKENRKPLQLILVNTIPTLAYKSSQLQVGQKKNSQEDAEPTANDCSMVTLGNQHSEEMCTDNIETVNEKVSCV
# Cardio protect: protects H9c2 cardiomyocytes from peroxide injury. H2O2 injury protection, ATPLite, 2 h. protection from H2O2 cell death, % at 20 µM. AID 588492. hit rate 0.63% among 360,000;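 active = compounds giving at least 50% protection of heart cells from peroxide-induced death in the single-dose screen, raw or plate-pattern-corrected value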;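 also: 0% = DMSO wells with peroxide and 100% = DMSO wells without peroxide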
# N-glyco inh: blocks N-linked glycosylation in D54 reporter cells | D54 ERlucT glycosylation luciferase reporter, 24 h; percent of 100 nM tunicamycin response | reporter increase, % at 12.5 µM | hit rate 0.23% among 360,000;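 active = mean luciferase reporter signal, scaled so untreated is 0 and the glycosylation-blocking control 100, at or above a set limit in every replicate; inconclusive = mean reaches the limit but not every replicate does; inactive = mean below the limit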;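 also: luciferase carries N-glycosylation sites so blocking glycosylation raises the light; 0% = median of neutral control wells and 100% = median of 100 nM tunicamycin wells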
# aDG glyco up: increases alpha dystroglycan glycosylation. activation, % at 10 µM. Pro5-aDG cells, alpha-DG glycosylation AlphaScreen (IIH6); 0% Pro5, 100% B10-LARGE cell signal. hit rate 0.22% among 360,000;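 active = activation of at least 8% versus controls, or a plate z-score of at least 8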;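 also: Pro5 are CHO cells carrying HIG-tagged alpha-DG that lacks glycosylation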
# Vif imaging: HIV Vif inhibition. HEK293T cells, Vif self-association by quenched fluorescence, imaging, 24 h. inhibition, % at 7.49 µM. hit rate 0.35% among 340,000. AID 602346; in the data active = inhibition above about 50%, passing the limit was not always enough; inconclusive = no clear call, values can overlap the other calls; inactive = below about 31%; also: some results filed as inactive read as strong as hits
# Granule exo inh: blocks lytic granule exocytosis | TALL-104 LAMP-1 surface exposure, flow cytometry; cells stimulated with thapsigargin and PMA | inhibition, % at 10 µM | hit rate 0.66% among 360,000 | AID 651702;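 active = inhibition above about 55%, limit read from the data; inconclusive = no clear call, values can overlap the other calls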
# * hit, by the source's call; i = inactive; ? = inconclusive; · = not tested or not shown; + = active, no number.
canonical_smiles	iPSC survival up	Vif imaging	Cardio protect	ABCB6 inh 2	m5-HT2A agonist	PDI turbidity	Granule exo inh	N-glyco inh	CaV13 ICDI inh	aDG glyco up
CC(C(N)=O)N1C(=O)C2C3C=CC(C3)C2C1=O (centres undefined)	5.6	-14	-1	102	1	-2	-5	0	-5	3.4
COc1ccccc1NC(=O)COC(=O)CCS(=O)(=O)c1ccc(C)cc1	-0.5	18	-1	102	-2	-3	23	2	-2	0.3
CCOc1ccc(NC(=O)CN(C)C(=O)c2ccc(OCc3ccccc3)c(OC)c2)cc1OCC	-0.5	-4	-1	97	4	-5	3	1	-1	0.7
CCN1CCN(C(c2ccc(OC)cc2)C(O)C(=O)c2c[nH]c3ccccc23)CC1 (centres undefined)	0.9	5	5	104	2	-3	-2	-1	·	-0.1
Cc1onc(CO)c1C(=O)Nc1nccs1	1.4	-6	5	98	2	-8	1	1	-5	-0.3
CCOC(=O)c1ccccc1NC(=O)CSc1nnc(C(C)C)n1CC	4.8	-8	0	88	3	7	4	0	0	1.1
Cc1ccc(S(=O)(=O)CCC(=O)OCC(=O)NCCc2ccc(S(N)(=O)=O)cc2)cc1	0.9	18	-2	97	-6	-2	-1	2	-5	0.1
COc1cc2c(cc1OC)CN(CC(O)c1ccccc1)CC2 (centres undefined)	0.1	-7	2	105	-2	0	10	-1	-3	0.2
c1csc(Cc2nn3c(-c4n[nH]c5c4CCC5)nnc3s2)c1	-2.2	·	19	95	-3	5	2	1	·	-0.2
COc1ccc(/C=N/S(=O)(=O)c2cccs2)cc1	-1.0	6	1	94	7	6	4	0	-3	0.0
CCCc1nnc(NC(=O)CN2C(=O)c3ccccc3C2=O)s1	-1.3	-4	12	94	-4	6	?	-1	0	-0.4
Cc1ccc(Nc2ncc(C(=O)NCCCN3CCN(C)CC3)c3ccccc23)cc1Cl	-0.5	-2	-12	89	-4	-5	26	3	-3	7.0
Cn1c(=O)[nH]c(=O)c2c1nc(Br)n2CCCSc1nc2ccccc2o1	-2.1	-4	4	99	1	4	-1	4	-3	0.2
CCNC(=O)C1(C)CCCN(Cc2cc3ccccc3o2)C1 (centres undefined)	-1.7	4	12	101	3	13	-3	-3	-6	0.3
CCCCn1c(N)c(N(CC(C)C)C(=O)COC(=O)C2(c3ccccc3)CC2)c(=O)[nH]c1=O	3.5	1	2	95	5	-7	2	-1	-6	-0.2
O=C(NCC1CCCO1)c1cccc(NS(=O)(=O)c2ccc(Br)cc2)c1 (centres undefined)	-0.4	-12	-8	89	4	-7	2	-1	-15	-0.2
Cc1nn(-c2ccccc2)cc1C(=S)Nc1ccccc1	2.4	-4	-7	105	-5	8	-2	-2	4	0.5
COC(=O)c1ccc(C(=O)OC)c(NC(=S)N2CCN(c3ccccc3F)CC2)c1	-1.6	31	4	98	7	4	10	1	-7	-0.3
CCn1c(=O)c2cc(C(=O)NCCC(C)C)sc2c2ccccc21	-0.3	0	13	96	-3	8	71*	17	-4	-0.1
C=CCn1c(C)cc(-c2csc(NCC)n2)c1C	-1.2	5	-12	135	3	4	2	2	-8	1.1
CCC(=O)Nc1ccc(N2CCOCC2)c(S(=O)(=O)Nc2ccc(Cl)cc2)c1	-0.1	8	16	95	0	0	6	0	-5	0.0
CCOC(=O)c1cnc(-n2nc(C)cc2C)nc1NC1CCCCC1	8.2	-16	-22	95	14	-7	14	-9	-7	1.3
Cn1c(SCC#N)nnc1-c1ccc2c(c1)OCO2	-3.0	12	3	88	-2	3	0	1	-4	0.0
CN(C)S(=O)(=O)c1ccc(C(=O)OC2CCOC2=O)cc1 (centres undefined)	-0.5	-4	1	105	6	-1	0	2	-2	0.1
CCOC1=C2CN(S(=O)(=O)c3ccc(C)cc3)[C@H](c3ccccc3)C[C@@H]2N(S(=O)(=O)c2ccc(C)cc2)[C@H](c2ccccc2)C1	-0.1	23	-3	100	0	·	0	-10	-4	6.8*
CC(OC(=O)c1cnccn1)C(=O)Nc1nc(-c2cccc([N+](=O)[O-])c2)cs1 (centres undefined)	-0.4	4	2	99	5	-11	0	0	-5	0.6
CCS(=O)(=O)N1CCc2nc(-c3ccccc3)sc2C1	-0.6	·	-12	109	4	4	-4	-9	-4	0.0
CCC(=O)NC(=S)N1CCN(c2ccc([N+](=O)[O-])cc2Cl)CC1	-1.3	0	-4	96	-5	-3	-2	-1	-10	0.1
COc1cc(OC)cc(C(=O)NNC(=O)C2CSC3(C)CCC(=O)N23)c1 (centres undefined)	0.4	-2	2	100	7	-10	1	3	-5	0.2
C=CCNC(=O)c1cc(Cl)ccn1	-1.3	-2	2	100	5	28	4	1	-6	1.5
Clc1ccc(-c2csc(N/N=C/c3ccc4c(c3)OCO4)n2)cc1	1.8	-3	-4	93	-3	-2	-1	0	-10	0.2
C=CCOc1nc2sc(C)c(C)c2c(=O)n1-c1ccccc1	0.0	1	7	103	6	-1	1	1	-5	0.0
O=C(NC(CSSCC(NC(=O)c1ccccc1)C(=O)O)C(=O)O)c1ccccc1 (centres undefined)	-0.9	0	-2	95	3	·	-1	-1	·	0.3
O=C(CCNS(=O)(=O)c1ccccc1)NNC(=O)c1cccc(Cl)c1	-0.4	-2	3	86	2	5	0	0	-2	-0.2
Cc1ccc(C(=O)Oc2csc(=S)n2C(=O)c2ccc(C)cc2)cc1	1.3	5	-4	95	0	3	6	2	-5	-0.1
CCOc1ccc(C(=O)NCCN2CCCC2)cc1	-1.1	4	2	91	-11	1	-12	-3	11	0.0
Fc1ccc(-c2[nH]ncc2-c2nnnn2-c2ccccc2)c(F)c1	3.3	0	-8	92	2	2	-3	-2	-5	0.1
Cc1cnc(C(=O)OCC(=O)N2CCc3ccccc32)cn1	-0.3	1	-4	97	8	7	0	-1	-5	0.3
COc1cc(C(=O)OCC(=O)Nc2ccc(S(=O)(=O)NC3=NCCCCC3)cc2)cc(OC)c1OC	8.5	2	-6	93	0	-3	-3	0	-2	0.4
Fc1cccc(-c2cc3nc4c(c(NCc5ccco5)n3n2)CCCC4)c1	0.0	-7	-12	89	0	-1	-2	-9	-7	0.1
CN(C)c1ccc(C=Cc2nccc3ccccc23)cc1	-1.0	·	-17	i	6	·	-9	-3	-48	0.1
Cc1ccc(C2C3=C(CC(C)(C)CC3=O)Nc3n[nH]c(C)c32)cc1 (centres undefined)	0.4	2	16	104	2	5	0	11	-7	-0.3
Cc1ccc(Cn2ccc(NC(=O)c3cc(-c4ccc(Cl)cc4)on3)n2)cc1	-2.8	1	0	105	2	13	-3	0	-9	0.5
O=C(NCCSCc1ccc(Cl)cc1)c1cccs1	-0.4	-2	-1	107	-2	-1	1	-1	-5	0.2
c1cncc(CSc2nnc3ccc(-c4ccco4)nn23)c1	-0.7	2	2	100	3	0	0	2	-2	-0.1
Cn1nnc(NC(=O)c2ccccc2)n1	-1.5	3	-1	99	2	0	1	0	-5	0.6
CCn1c(SCc2nc3ccccc3c(=O)[nH]2)nnc1-c1ccncc1	-1.3	3	36	94	0	2	0	3	-5	-0.2
CCOC(=O)C(C)n1cnc2scc(-c3ccc(C)cc3)c2c1=O (centres undefined)	1.3	-3	3	97	-10	-7	2	2	-5	0.0
Cn1c(=O)n(C)c2cc(S(=O)(=O)N3CCCCC3)ccc21	0.8	2	3	98	-3	-1	-6	5	-4	0.0
COc1ccc(CCNC(=O)C2CCN(C(=O)N(C)C)CC2)cc1OC	7.7	5	-3	96	1	4	1	0	-8	-0.2
CC(/C=C1\N=C(SCc2ccccc2Cl)SC1=O)=C\c1ccccc1	3.8	1	4	97	1	-8	0	1	-4	-0.1
COc1ccc(OCC(=O)N/N=C(\CCC(=O)O)c2cccs2)cc1	-0.1	-4	12	102	4	1	0	2	3	-0.1
O=C1Nc2ccccc2N(O)N1c1cc(-c2ccccc2Cl)no1	0.0	9	-5	95	6	-2	0	-6	-4	0.0
CC(=O)Nc1ccc(S(=O)(=O)NCCc2ccc3c(c2)OCCO3)cc1	-2.3	·	1	103	4	-3	14	3	-11	0.1
CCCn1c(=O)c2c(C(F)(F)F)cc(-c3cccs3)nc2n(CCC)c1=O	-0.5	2	0	85	-1	-2	-1	4	-3	0.3
CCCNC(=O)COc1ccc2c(=O)c(Oc3ccccc3F)coc2c1	-2.1	-17	-1	99	2	1	-2	-4	-18	0.3

# Next entries follow.
canonical_smiles	iPSC survival up	Vif imaging	Cardio protect	ABCB6 inh 2	m5-HT2A agonist	PDI turbidity	Granule exo inh	N-glyco inh	CaV13 ICDI inh	aDG glyco up
COc1cc(CNc2ncn[nH]2)cc(Br)c1OC	-2.1	11	-8	106	-1	4	2	0	-6	0.0
CCSc1nnc(NC(=O)Cc2cc(OC)c(OC)c(OC)c2)s1	0.3	3	-2	103	4	2	-4	1	-3	-0.1
COC(=O)CSc1nnc(CNC(=O)c2ccccc2F)n1-c1ccc(F)cc1	0.7	-2	-1	94	3	12	1	1	5	-0.1
COc1ccc(C=C2C(=O)c3ccccc3C2=O)cc1O	-0.4	0	-4	103	1	-8	4	1	-5	0.1
CC(=O)Nc1ccc(NC(=O)C/C(C)=N/NC(=O)c2cccc3ccccc23)cc1	0.0	-12	-2	97	-4	1	-15	0	-7	-0.1
O=C(C[C@H]1C[C@H](C(=O)N2CCOCC2)[C@@]2(CCC3CCCC3)c3[nH]c4cc(-c5ccco5)ccc4c3CCN2C1=O)NCCC1=CCCCC1	2.1	-1	1	110	4	14	0	-2	·	0.2
O=C(CCCn1c(=O)c2sccc2n(Cc2cc(=O)n3ccccc3n2)c1=O)NCc1ccco1	4.3	3	5	101	-3	13	-3	-2	+	-0.1
COC(=O)[C@H](CC(C)C)NC(=O)N1CCCCC1	-0.1	5	2	97	-2	3	-2	0	-5	-0.1
CC(NC1CCCCC1)C(=O)NN=C(c1ccccc1)c1ccccc1 (centres undefined)	-1.0	9	1	100	1	14	0	0	-7	0.0
CC(C)n1cc2c(N)ncnc2n1	-2.4	20	0	100	-3	-5	5	0	-6	0.3
CCN(c1cc(C)cc(C)c1)S(=O)(=O)c1nnc(NC(=O)C(C)C)s1	-0.4	1	-14	97	6	-73	-4	2	-2	0.1
O=C(Nc1ccc(OCCO)cc1)c1csc([C@@H]2O[C@H](CO)[C@H](O)[C@H](O)[C@H]2O)n1	0.2	-12	-2	94	-4	8	0	1	-11	-0.3
CCOC(=O)C1(CCc2ccccc2)CCN(C(=O)Cc2nonc2C)CC1	3.1	·	0	94	10	4	0	-1	-6	0.0
COc1ccc(CNC(=O)Nc2ccc3c(c2)c(=O)n(C)n3Cc2cc(C)cc(C)c2)cc1	-1.4	-16	-2	106	-1	-10	0	-1	-5	0.4
O=C(NCc1cccs1)C1CCN(C(=O)NCc2ccccc2)CC1	-3.5	1	2	94	3	9	-1	1	-5	-0.1

# Rows are unselected. About 3.1% of those tested had a hit in this group.
